Pf growth 96h: P. falciparum growth inhibition at 96 hour, primary screen for plastid delayed-death inhibitors; AID 504834; 320,000 tested, 6.9% active; Potency, µM (doses to about 28.7 µM), for inactives: at the highest dose activity change, negative = inhibition, actives largely listed as inhibitors; P. falciparum luciferase reporter growth, 96 h; note: potency is the fitted concentration of half-maximal effect; % is set by controls: 0 for no effect and ±100 for the full control effect
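Plates of compound plus infected erythrocytes (2% hematocrit, 0.05% parasitemia final) incubate 96 hours, 37 C, 5% CO2. Detection reagent added; reduced luminescence from the parasites' luciferase reporter flags inhibition.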
AmpC no deterg: inhibitors of E. coli AmpC beta-lactamase without detergent; AmpC nitrocefin hydrolysis, absorbance 480 nm, 0.0001% Triton; Potency, µM (highest dose often 57.1 µM), for the others: at the top dose activity change, negative = inhibition, usual class: inhibitors; 330,000 tested, 0.52% active;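 note: potency is the fitted concentration of half-maximal effect; plate controls were no compound for no effect and no enzyme for full effect; nearly all actives have a fitted effect of over 20% in size; some results filed as inactive show a strong effect at the top dose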
Target sequence (P00811 whole entry, looked up): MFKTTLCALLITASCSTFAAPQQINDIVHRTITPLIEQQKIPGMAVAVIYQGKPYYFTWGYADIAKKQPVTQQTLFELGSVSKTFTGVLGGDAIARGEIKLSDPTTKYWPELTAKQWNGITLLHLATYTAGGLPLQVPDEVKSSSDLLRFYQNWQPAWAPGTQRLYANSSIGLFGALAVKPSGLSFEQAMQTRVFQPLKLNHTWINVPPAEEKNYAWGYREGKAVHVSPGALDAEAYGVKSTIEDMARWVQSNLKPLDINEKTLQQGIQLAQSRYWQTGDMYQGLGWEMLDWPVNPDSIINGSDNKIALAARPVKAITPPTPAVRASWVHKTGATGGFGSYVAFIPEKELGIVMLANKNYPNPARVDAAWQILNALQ
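AmpC (5.3 nM in the dispensed reagent) in 20 mM phosphate pH 7.0 with 0.01% (detergent screen) or 0.0001% Triton X-100 was preincubated with compounds for 15 min at room temperature. Nitrocefin was then added from an 800 uM solution, and hydrolysis was followed at 480 nm.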
Cycloheximide cs: counter-screen hit for Shiga toxin inhibitors, cycloheximide; cell reporter, cycloheximide protein synthesis inhibition counterscreen; max response, %; 300,000 tested, 12% active; in the data active = max response mostly above about 13%, no sharp cut-off; inactive = mostly below about 14%; note: read at 38.3 µM for the half of the compounds with a filed dose; 0% is about no effect
Pf growth 48h: P. falciparum growth inhibition at 48 hours (one generation) | 310,000 tested, 5.9% active | Potency, µM (doses to about 28.7 µM), for inactives: at the highest dose activity change, negative = inhibition, hits mostly inhibitors | P. falciparum luciferase growth in erythrocytes, 48 h | AID 504832; note: potency is the fitted concentration of half-maximal effect; % is set by controls: 0 for no effect and ±100 for the full control effect
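Growth was read as firefly luciferase luminescence after a 48 h, 37 C, 5% CO2 exposure of compounds to reporter-bearing P. falciparum cultures (0.1% parasitemia, 2% hematocrit final) in Albumax-supplemented RPMI 1640.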
Shiga toxin inh: blocks Shiga toxin action in Vero cells. inhibition, % at 38.7 µM. AID 2315. Vero cells, Shiga toxin protein synthesis inhibition reporter. 290,000 tested, 9.2% active; in the data active = inhibition mostly above about 28%, no sharp cut-off; inactive = mostly below about 43%; note: 0% is about no effect
TbPYK inhibitor: inhibitors of Trypanosoma brucei pyruvate kinase | TbPYK enzyme, Kinase-Glo Plus ATP luminescence, 45 min | Potency, µM (titrated, usually from 76.8 µM), for inactives: top-dose activity, negative = inhibition, most hits filed as inhibitors | 410,000 tested, 0.12% active; note: potency is the fitted concentration of half-maximal effect; % is set by controls: 0 for no effect and ±100 for the full control effect; nearly all actives have a fitted effect of over 50% in size
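Screened from lowest to highest concentration, compounds were pinned into TbPYK/substrate mixtures, and ADP (130 uM final) was added. Plates sat at room temperature for 45 min prior to Kinase-Glo Plus detection by luminescence.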
LmPK inh: inhibitors of Leishmania mexicana pyruvate kinase; Q27686; 290,000 tested, 0.37% active; purified LmPK, Kinase-Glo ATP luminescence, 1 h; Potency, µM (top dose mostly 57.5 µM), inactives show at the highest dose activity change, negative = inhibition, actives largely listed as inhibitors; note: potency is the fitted concentration of half-maximal effect; % is set by controls: 0 for no effect and ±100 for the full control effect
Target sequence (Q27686 whole entry, looked up): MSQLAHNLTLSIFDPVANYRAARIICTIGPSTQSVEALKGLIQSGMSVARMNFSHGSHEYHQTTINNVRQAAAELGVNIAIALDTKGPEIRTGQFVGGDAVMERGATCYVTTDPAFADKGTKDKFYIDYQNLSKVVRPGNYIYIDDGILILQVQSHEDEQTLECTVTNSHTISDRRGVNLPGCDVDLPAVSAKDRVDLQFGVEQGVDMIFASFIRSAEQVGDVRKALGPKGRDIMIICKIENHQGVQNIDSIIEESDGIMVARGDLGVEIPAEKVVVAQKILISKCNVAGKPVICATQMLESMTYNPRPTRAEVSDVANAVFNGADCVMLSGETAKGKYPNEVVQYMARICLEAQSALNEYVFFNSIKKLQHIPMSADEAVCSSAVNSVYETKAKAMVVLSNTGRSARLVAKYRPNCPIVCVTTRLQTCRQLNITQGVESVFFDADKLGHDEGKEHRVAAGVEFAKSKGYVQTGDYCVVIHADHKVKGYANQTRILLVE
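Purified LmPK (0.1 nM) with 0.5 mM PEP and 0.1 mM ADP in imidazole buffer pH 7.2 with MgCl2/KCl, 1 h at room temperature. ATP formed was read by luciferase luminescence and normalized to no-enzyme and uninhibited controls.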
* marks the source's active call; other numbers are inactive results; i = inactive; u = inconclusive; x = no result given; & = joins results of further samples; ! = not confirmed by another sample; [ ] = dose if it differs, or a comment. Unless noted, calls come from the whole dose curve; as a rule, active = well fitted curve in the direction sought with a large enough effect; inconclusive = small, poorly fitted or top-dose-only effect, or another doubt; inactive = no such curve, though single readings can be large; an effect the other way counts as inactive or inconclusive.

Molecule	Pf growth 96h	AmpC no deterg	Cycloheximide cs	Pf growth 48h	Shiga toxin inh	TbPYK inhibitor	LmPK inh
COc1ccc(Cn2nc(-c3ccccc3)c(N3CCCCC3)cc2=O)cc1	u	71%[activator]	15	u	10	-8%	12%
CN1CCN(CCNC(=O)c2cn(Cc3ccccc3F)nn2)CC1	u	-3%	-3	8%	-5	-8%	1%
CC(NC(=O)COC(=O)C1CCN(c2ccc(C(F)(F)F)cn2)CC1)c1ccc(F)cc1 (centres undefined)	-2%	108%[activator]	x	4%	x	5%	x
O=c1ccc(NS(=O)(=O)c2ccc(Cl)cc2)cn1Cc1ccc(Cl)c(Cl)c1	37%[activator]	-1%	-5	14%	-8	-2%	1%
COc1ccc(C(=O)CN2C(=O)c3ccccc3S2(=O)=O)cc1Br	u	-22%	6	-20%	11	1%	8%
C=CCn1c(-c2ccccc2)nc2nc3ccccc3nc21	42%[activator]	-12%	15	28%	12	1%	5%
COc1ccc(C(=O)NCC(=O)NCC2(N(C)C)CCCCC2)cc1OC	u	-40%	-4	x	-19	10%	4%
O=C(NC1CCSc2ccccc21)c1cc(S(=O)(=O)N2CCOCC2)ccc1F (centres undefined)	-1%	47%	-2	-11%	3	-6%	-7%
COc1cccc(C(=O)Nc2cc(C(=O)NCc3ccc(C)cc3)ccc2N2CCC3(CC2)CC(c2cccc(Br)c2)=NO3)c1	-6%	-22%	x	10µM*	x	-2%	x
O=C(CCC(NC(=O)OCc1ccccc1)C(=O)O)OCc1ccccc1 (centres undefined)	8%	-6%	5	22%	-5	17%	-5%
O=C(CSc1nc(-c2ccc(F)cc2)cs1)NC(=O)NCc1ccco1	x	-36%	0	x	-5	-9%	14%
Cc1ccccc1C(=O)N/N=C/c1ccncc1	36%[activator]	-15%	11	25%	-3	6%	-9%
COc1ccc(NC(=O)c2ccc(COc3ccccc3OC)o2)cc1OC	-4%	73%[activator]	3	3%	6	-16%&4%	3%
Cc1ccccc1S(=O)(=O)NC1OC(=O)C(Cl)=C1Cl (centres undefined)	9%	-33%	-3	40%[activator]	-7	-10%	-4%
Cc1nc([N+](=O)[O-])c(NCCO)n1Cc1ccccc1	-28%	-10%	-5	-7%	1	-1%	1%
COc1cc(NC(=S)N2CCCC(C)C2)c(OC)cc1Cl (centres undefined)	3%	-19%	18*	-7%	23	-23%	1%
CC(C)CSc1nnc(N)s1	10%	-15%	1	x	-11	2%	-7%
CC(=O)Nc1c(NCC(C)C)c2ccccc2oc1=O	u	-13%	-1	u	-9	-1%	1%
COc1ccc(N(CC(=O)NCc2ccco2)S(C)(=O)=O)c(OC)c1	i	4%	-2	2%	-7	-18%	-1%
COc1cccc(NC(=O)c2oc3ccccc3c2NC(C)=O)c1	83%[activator]	-8%	37*	332%[activator]	47*	-3%	-2%
COc1cc(OC)cc(C(=O)NC(=S)Nc2ccc3oc(=O)ccc3c2)c1	-24%	-10%	-11	23%	12	-7%	-13%
Cc1ccc(Cn2nc(C)c(C(=O)N3CCN(S(=O)(=O)/C=C/c4ccccc4)CC3)c2C)cc1	3.3µM*	248%[activator]	x	6.6µM*	x	7%	x
CCOC(=O)C1CCN(CC(C)(C)NS(=O)(=O)c2ccccc2)CC1	15%	-12%	-3	13%	-19	28%	-4%
O=C(NCCCCCNC(=O)c1ccccn1)c1ccccn1	41%[activator]	-9%	-2	11%	11	1%	-2%
O=C(CNC(=O)c1ccc(F)cc1)NCc1ccccn1	45%[activator]	-13%	x	42%[activator]	x	3%	x
C/C(=C\COc1ccc2ccc(=O)oc2c1)CC[C@@H](O)C(C)(C)O	39%[activator]	-2%	x	69%[activator]	x	-1%	x
COc1ccc2oc(=N)c(C(=O)Nc3cccc(C)c3C)cc2c1	u	-18%	30*	39%[activator]	49*	-2%	-4%
CN(CC(=O)Nc1ccc(Cl)cc1)CC(=O)Nc1ccc(F)c(F)c1F	0%	14%	0	29%	1	3%	3%
Cc1cccc(N2CCN(C(=O)C3CCCCC3)CC2)c1C	u	36%	-1	x	-10	4%	3%
COC(=O)CSc1ccc2nnc(-c3ccc(OC)c(OC)c3)n2n1	45%[activator]	-37%	-6	9%	-16	1%	4%
CCn1c(Cc2ccccc2)nnc1SCC(=O)Nc1ccccc1F	49%[activator]	-6%	9	-7%	22	-1%	1%
OC(COCc1ccco1)CN1CCN(c2ccccc2)CC1 (centres undefined)	14%	-9%	0	8%	12	-2%	2%
COC(C[C@@H](O)[C@H](C)[C@@H](O)COCc1ccccc1)OC	44%[activator]	-11%	4	61%[activator]	18	2%	0%
O=C(NCc1ccccc1C(F)(F)F)C1CC(c2ccccc2[N+](=O)[O-])=NO1 (centres undefined)	71%[activator]	82%[activator]	-3	13%	-7	5%	3%
c1ccc(SCc2nc3ccccc3s2)nc1	269%[activator]	-24%	33*	18%[0.00184 µM]	81*	-6%	-5%
S=c1[nH]nc(C2CC2c2ccc(Cl)cc2)n1-c1ccc(Cl)cc1 (centres undefined)	-9%	-34%	-1	7%	-4	u	-16%
Cc1nn(CC(=O)Nc2nc3ccccc3s2)c(C)c1[N+](=O)[O-]	49%[activator]	-38%	17	4%	26	-1%	7%
CCOc1cccc(C(=O)NC2=NCCS2)c1	u	-18%	40*	164%[activator]	72*	11%	-5%
Nc1ncnc2nc(SCCc3ccccc3)[nH]c12	4%	-30%	-5	5%	-22	-8%	3%
CCC(=O)Nc1ccc(C(=O)NNC(=O)c2ccc(Cl)cc2)cc1	u	-24%	-1	0%	22	0%	-3%
Cc1cccnc1Nc1nc(-c2ccccn2)cs1	x	-45%	47*	u	126*	-8%	-5%
COc1ccccc1CN1CC(C(=O)N(C)Cc2ccc(C)o2)CCC1=O (centres undefined)	8%	30%	22*	4%	98	-21%	4%
Cc1ccc(S(=O)(=O)NC(CC(C)C)C(=O)Nc2nccs2)cc1 (centres undefined)	x	-55%	-2	u	-47	-10%	7%
CCN1CCN(C(=O)CN2C(=O)c3ccccc3S2(=O)=O)CC1	66%[activator]	-6%	x	15%	x	0%	x
CCN(CC)CCCN=C1N[C@@H](c2ccccc2)C(C(=O)OC)=C(C)N1CC	1.7µM*!	-13%&-16%	1&2	u	-8&-5	-10%	-10%&3%
CSc1cccc(N2CC(C(=O)N(Cc3nnc(-c4ccccc4Cl)o3)C3CC3)CC2=O)c1 (centres undefined)	-28%	115%[activator]	9	u	-8	-2%	-2%
COc1ccnc(Oc2ccc(F)cc2)c1C(=O)N/C=N/OCc1ccccc1	19%	84%[activator]	-5	u	4	1%	4%
CCOc1ccc2nc(SCC(=O)N3CCCCCC3)c(C#N)cc2c1	46%[activator]	-28%	8	u	16	9%	-4%
O=C(NC1C2CC3CC(C2)CC1C3)C1CCCCC1 (centres undefined)	-18%	-9%	1	35%	-8	8%	-2%
Nc1nc(-c2ccc(Cl)cc2)nnc1-c1ccc(Br)cc1	122%[activator]	-20%	52*	87%[activator]	96*	0%	-4%
N#C/C(=C\c1ccc(Cl)cc1)C(=O)Nc1cccnc1	8%	-11%	-1	0%	-8	9%	5%
CC(C)CN1CCN=C1Nc1ccccc1	31%	-10%	8	15%	1	1%	-4%
Cc1ccc(C)c(NC(=O)CN(C)C(=O)c2cc([N+](=O)[O-])ccc2N2CCOCC2)c1	5%	27%	x	1%	x	0%	x
COc1ccc(Cl)cc1N(CC(=O)N1CCCC1)S(C)(=O)=O	4%	51%	2	3%	28	2%	0%
CCn1c(C)cc(C(=O)CN2C(=O)c3ccccc3S2(=O)=O)c1C	-15%	-16%	x	-9%	x	2%	x
CC1CCCN(S(=O)(=O)c2ccc(C(=O)Nc3nnc(C4=COCCO4)o3)cc2)C1 (centres undefined)	u	-30%	1	-26%	2	x	5%

Further structures
Molecule	Pf growth 96h	AmpC no deterg	Cycloheximide cs	Pf growth 48h	Shiga toxin inh	TbPYK inhibitor	LmPK inh
CCCC(C(=O)NC1CCCC1)N(Cc1cccs1)C(=O)c1snc(C(N)=O)c1N (centres undefined)	-1%	-15%	16	-23%	14	1%	12%
COc1ccc(Cn2c(=O)sc3ccccc32)cc1	x	-23%	1	5%	-1	2%	-3%
Cc1cc(=O)[nH]c(SCc2cccc(F)c2)n1	-5%	-5%	1	x	-5	-6%	6%
Fc1cccc(-c2c(-c3ccccc3)ncc3cc(F)ccc23)c1	u	-32%	x	u	x	1%	x
CCC1=Nc2cc(C(=O)N3CCC4(CC3)OCCO4)ccc2Sc2ccc(C)cc21	-26%	211%[activator]	4	10µM*	-2	-5%	10%
COc1ccc(-c2cc(C)no2)cc1S(=O)(=O)N1CCN(C(=O)c2ccco2)CC1	u	85%[activator]	-1	1%	-3	1%	5%
COc1ccccc1C(=O)n1nc(-c2ccccc2)nc1NCc1ccco1	-49%	-20%	21*	46%[activator]	46	0%	2%
O=C(COc1cccc2cccnc12)Nc1cccc(S(=O)(=O)N2CCCC2)c1	u	-37%	x	10µM*	x	-1%	x

Record cards (already shown). Order of screens: Pf growth 96h	AmpC no deterg	Cycloheximide cs	Pf growth 48h	Shiga toxin inh	TbPYK inhibitor	LmPK inh
Cc1cc(=O)[nH]c(SCc2cccc(F)c2)n1 is entered as -5%	-5%	1	x	-5	-6%	6%
CCCC(C(=O)NC1CCCC1)N(Cc1cccs1)C(=O)c1snc(C(N)=O)c1N (centres undefined) is entered as -1%	-15%	16	-23%	14	1%	12%

Next section.
Molecule	Pf growth 96h	AmpC no deterg	Cycloheximide cs	Pf growth 48h	Shiga toxin inh	TbPYK inhibitor	LmPK inh
COc1ccc(-c2nc(SCc3ccc(C#N)cc3)[nH]c(=O)c2C#N)cc1	0%	-37%	-6	-7%	4	0%	0%
Cc1cccc(C(=O)c2c(N)sc3c2CCC(C)C3)c1 (centres undefined)	u	-44%	59*	28%	126*	-3%	4%
O=C(N/N=C\c1cc(Cl)ccc1O)c1ccc(S(=O)(=O)N2CCCCC2)cc1	2.9µM*	-32%	-1	2.6µM*	-10	-5%	1%
CC(NS(=O)(=O)OCC(Cl)(Cl)Cl)c1ccc(C(C)(C)C)cc1 (centres undefined)	u	-37%	-3	31%[activator]	-10	1%	2%
Cc1c(/C=C(\CC(=O)O)c2nc3ccccc3s2)cc(C#N)n1C	161%[activator]	-16%	10	u	26	u	6%

Screening results deposited in PubChem by National Center for Advancing Translational Sciences (NCATS).
